VIM-2 inh: VIM-2 metallo-beta-lactamase inhibitors, primary screen, biochemical, epi-absorbance readout, Pseudomonas aeruginosa enzyme; purified VIM-2, nitrocefin hydrolysis, epi-absorbance fluorescence; inhibition, % at 5.6 µM; 290,000 compounds, 0.89% hits; AID 1527, 2009;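 active means inhibition above the mean of all tested compounds plus 3 SD, cutoff set per screening run, cut at about 7.5% in these data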;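 further: red hydrolysis product quenches plate fluorescence so inhibitors raise well fluorescence; 0% = enzyme with DMSO and 100% = DMSO without enzyme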
NS3 helicase inh: inhibitors of HCV NS3 helicase, primary screen, biochemical, Cy5 molecular beacon fluorescence; Hepatitis C virus NS3 helicase; NS3 helicase DNA unwinding; inhibition, % at 10.9 µM; 290,000 compounds, 0.56% hits; AID 1800, 2009;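 active means inhibition above the mean of all tested compounds plus 3 SD, set per campaign, cut at about 35% in these data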;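 further: 0% = DMSO wells and 100% = thioflavine S control wells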
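System: NS3 helicase fragment of HCV / Schedule: 1 h at 25 °C / Control set: DMSO alone as 0% and 110 µM thioflavine S as 100% / Reagent: Cy5/quencher beacon DNA duplex and ATP to start / Technique: Cy5 fluorescence / Replication: singlicate / Evaluation: % inhibition of end-to-start signal ratio versus controls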
V1aR counter: agonists of human V1a receptor, primary screen, counter-screen for OXTR agonist project, fluorescence, CHO-V1R cells. Vasopressin V1a receptor (Homo sapiens), P37288. Fluo-8 calcium fluorescence, agonist mode; 0% DMSO, 100% 3 nM vasopressin. activation, % at 3 µM. 320,000 compounds, 0.25% hits;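 active means activation above the mean activation of all tested compounds plus 3 SD, per screening run, cut at about 20% in these data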;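 further: signal is peak over basal fluorescence ratio across a 100 second FLIPR read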
Target sequence (P37288 whole entry, looked up): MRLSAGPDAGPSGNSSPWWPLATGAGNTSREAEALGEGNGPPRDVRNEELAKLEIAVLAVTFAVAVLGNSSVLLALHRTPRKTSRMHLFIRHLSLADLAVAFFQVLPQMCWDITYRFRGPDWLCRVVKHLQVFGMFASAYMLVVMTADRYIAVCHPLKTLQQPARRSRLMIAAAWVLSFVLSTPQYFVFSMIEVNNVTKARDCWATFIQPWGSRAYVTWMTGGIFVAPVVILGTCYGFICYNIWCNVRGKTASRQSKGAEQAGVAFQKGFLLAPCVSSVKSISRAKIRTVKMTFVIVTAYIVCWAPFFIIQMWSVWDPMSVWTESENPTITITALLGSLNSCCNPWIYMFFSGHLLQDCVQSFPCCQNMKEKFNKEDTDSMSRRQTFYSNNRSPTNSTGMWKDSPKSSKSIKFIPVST
GPR7 antag: GPR7 receptor antagonists, primary screen, cell-based, fluorescence, single concentration; Neuropeptides B/W receptor type 1 (Homo sapiens), P48145; GPR7-expressing cells, fluorescence antagonist assay; inhibition, % at 4.4 µM; 290,000 compounds, 1.1% hits; AID 1861, 2009; in the data active means inhibition above about 16%, passing the limit was not always enough;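 further: cells stimulated with the agonist NPW; 0% = agonist with vehicle and 100% = vehicle without agonist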
Target sequence (P48145 whole entry, looked up): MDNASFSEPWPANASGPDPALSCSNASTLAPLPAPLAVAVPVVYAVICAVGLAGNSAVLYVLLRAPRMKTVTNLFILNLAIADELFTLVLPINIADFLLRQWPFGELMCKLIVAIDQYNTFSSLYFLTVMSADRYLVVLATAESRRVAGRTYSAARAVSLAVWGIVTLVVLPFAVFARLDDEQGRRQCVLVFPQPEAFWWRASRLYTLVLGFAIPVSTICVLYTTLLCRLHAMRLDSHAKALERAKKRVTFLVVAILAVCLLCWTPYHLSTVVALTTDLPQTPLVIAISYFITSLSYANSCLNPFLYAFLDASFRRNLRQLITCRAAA
PHOSPHO1 inh: PubChem AID 1565; 290,000 compounds, 1.1% hits; recombinant PHOSPHO1, absorbance phosphatase assay; inhibition, % at 13.3 µM; in the data active means inhibition above about 60%
IMP-1 inhibitor: IMP-1 metallo-beta-lactamase inhibitors, primary screen, biochemical, epi-absorbance readout, Pseudomonas aeruginosa enzyme. metallo-beta-lactamase IMP-1 (Pseudomonas aeruginosa). purified IMP-1, nitrocefin hydrolysis, epi-absorbance fluorescence. inhibition, % at 5.6 µM. 290,000 compounds, 0.45% hits;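 active means inhibition above the mean plus 3 SD of all compounds in the same screening run, cut at about 4.5% in these data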;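 further: 0% = IMP-1 with DMSO and 100% = DMSO wells lacking enzyme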
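Assay system: purified recombinant IMP-1 beta-lactamase. Input: IMP-1 0.2 nM before substrate addition. Buffer or medium: Zinc- and detergent-supplemented HEPES buffer, pH 7.1. Schedule: 25 °C, 15 min preincubation, 25 min reaction. Signal: Epi-absorbance fluorescence, 480 nm excitation, 530 nm emission. Evaluation: percent inhibition from optical density relative to buffer-blank wells.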
GalR3 antagonist: GalR3 antagonists in HEK293 cells, primary screen, cell-based, fluorescence readout. 360,000 compounds, 0.44% hits. AID 651719, 2012. Galanin receptor type 3 (Homo sapiens), O60755. HEK293 GalR3-CNG cAMP membrane potential fluorescence; galR3 body fused to GalR1 C-terminus. inhibition, % at 3 µM;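 active means inhibition above the screen-wide average plus 3 SD, cut at about 13% in these data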;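 further: forskolin and galanin both at EC90 stimulate the cells; cAMP rise reported by CNG channel membrane potential dye signal; 0% = forskolin plus galanin with DMSO and 100% = forskolin alone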
Target sequence (O60755 1-299 limits assumed): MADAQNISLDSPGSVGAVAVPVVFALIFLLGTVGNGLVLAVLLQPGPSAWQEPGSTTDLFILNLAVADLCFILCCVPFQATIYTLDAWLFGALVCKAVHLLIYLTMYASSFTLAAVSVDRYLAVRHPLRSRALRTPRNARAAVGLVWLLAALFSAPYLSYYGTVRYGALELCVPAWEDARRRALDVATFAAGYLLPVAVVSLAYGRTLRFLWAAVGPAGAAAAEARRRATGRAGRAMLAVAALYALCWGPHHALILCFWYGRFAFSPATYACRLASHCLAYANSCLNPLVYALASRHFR
OXTR ag: human OXTR agonists, primary screen, fluorescence, CHO-OTR cells, Fluo-8 calcium; Oxytocin receptor (Homo sapiens), P30559; Fluo-8 calcium fluorescence; normalized: DMSO 0%, oxytocin 100%; activation, % at 3 µM; 320,000 compounds, 0.32% hits; AID 2435, 2010;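 active means activation above the mean of all tested compounds plus 3 SD, cutoff set per screening run, cut at about 20% in these data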;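 further: peak over basal fluorescence ratio from a 100 s FLIPR kinetic read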
DNA FID counter: compounds displacing fluorescent DNA intercalator, primary screen, artefact control for HCV NS3 helicase inhibitor project, biochemical, FID fluorescence; DNA fluorescent intercalator displacement; inhibition, % at 7.9 µM; 290,000 compounds, 0.17% hits; AID 1845, 2009; in the data active means inhibition above about 37%;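 further: 0% = vehicle and 100% = reference compound; higher means more ethidium bromide displaced from hairpin DNA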
* hit, by the source's call.

Screening CCN1CCN(CNC(=O)c2cnccn2)CC1 returned VIM-2 inh -0.4, NS3 helicase inh 3, V1aR counter 0.2, GPR7 antag -8, PHOSPHO1 inh 5, IMP-1 inhibitor -1.2, GalR3 antagonist -2, OXTR ag 0.8 and DNA FID counter -3.
Screening Cc1ccsc1/C=C1/C(=O)NN(c2ccccc2)C1=O returned VIM-2 inh -2.7, NS3 helicase inh 20, V1aR counter -0.2, GPR7 antag -9, PHOSPHO1 inh 11, IMP-1 inhibitor -2.2, GalR3 antagonist -4, OXTR ag -0.9 and DNA FID counter -6.
Screening O=C(COC(=O)c1cc(F)c(F)cc1Cl)NC1CC1 returned VIM-2 inh 0.7, NS3 helicase inh 5, V1aR counter -0.1, GPR7 antag -3, PHOSPHO1 inh 40, IMP-1 inhibitor -3.2, GalR3 antagonist -3, OXTR ag -0.2 and DNA FID counter -1.
COc1ccc(C2(O)CN(c3ccccc3)C3=[N+]2CCS3)cc1OC (stereo unspecified) was read as VIM-2 inh 0.9, NS3 helicase inh -15, V1aR counter 0.3, GPR7 antag 2, PHOSPHO1 inh 36, IMP-1 inhibitor -2.3, GalR3 antagonist 3, OXTR ag 0.9 and DNA FID counter -11.
Screening CC(C)CCOc1ccc(CO[C@@H]2[C@H]3OC(C)(C)O[C@H]3O[C@@H]2C(O)CO)cc1 (stereo partly specified) returned VIM-2 inh 0.3, NS3 helicase inh -21, V1aR counter 1.0, GPR7 antag 6, PHOSPHO1 inh 24, IMP-1 inhibitor -2.3, GalR3 antagonist -2, OXTR ag 1.9 and DNA FID counter -39.
Cc1noc(C)c1COC(=O)Cc1ccc(Cl)cc1 was read as VIM-2 inh -1.1, NS3 helicase inh -3, V1aR counter 0.0, GPR7 antag 2, PHOSPHO1 inh -1, IMP-1 inhibitor -0.5, GalR3 antagonist -2, OXTR ag -1.0 and DNA FID counter -7.
`CCCCc1nc(SCc2ccc([N+](=O)[O-])cc2)n[nH]1` gave VIM-2 inh -3.5, NS3 helicase inh 2, V1aR counter -0.7, GPR7 antag 0, PHOSPHO1 inh 44, IMP-1 inhibitor -3.8, GalR3 antagonist -7, OXTR ag 0.0 and DNA FID counter 0.
`CCc1nc2oc3ccccc3c(=O)c2c(=O)n1CCOC` gave VIM-2 inh -2.9, NS3 helicase inh 14, V1aR counter 0.1, GPR7 antag -1, PHOSPHO1 inh -3, IMP-1 inhibitor -0.8, GalR3 antagonist -3, OXTR ag -0.1 and DNA FID counter 0.
Cc1ccc2nc(SCC3CCCCO3)[nH]c2c1 (stereo unspecified) was read as VIM-2 inh -2.4, NS3 helicase inh -15, V1aR counter -1.1, GPR7 antag 4, PHOSPHO1 inh 28, IMP-1 inhibitor -2.0, GalR3 antagonist -5, OXTR ag 0.1 and DNA FID counter -4.
`Oc1c(Br)cc(Br)cc1C=NCc1ccccc1` gave VIM-2 inh -2.6, NS3 helicase inh 17, V1aR counter -0.2, GPR7 antag 0, PHOSPHO1 inh 48, IMP-1 inhibitor -1.7, OXTR ag -1.5 and DNA FID counter -3.

Pulled by structure from above (2):
Cc1noc(C)c1COC(=O)Cc1ccc(Cl)cc1 was read as VIM-2 inh -1.1, NS3 helicase inh -3, V1aR counter 0.0, GPR7 antag 2, PHOSPHO1 inh -1, IMP-1 inhibitor -0.5, GalR3 antagonist -2, OXTR ag -1.0 and DNA FID counter -7.
`CCc1nc2oc3ccccc3c(=O)c2c(=O)n1CCOC` gave VIM-2 inh -2.9, NS3 helicase inh 14, V1aR counter 0.1, GPR7 antag -1, PHOSPHO1 inh -3, IMP-1 inhibitor -0.8, GalR3 antagonist -3, OXTR ag -0.1 and DNA FID counter 0.

The list goes on.
C=CCn1c(O)c(N=NC(=S)Nc2ccc(OC)cc2)c2ccccc21 was read as VIM-2 inh -4.4, NS3 helicase inh 3, V1aR counter -0.3, GPR7 antag -15, PHOSPHO1 inh -10, IMP-1 inhibitor -0.2, GalR3 antagonist -4, OXTR ag -1.2 and DNA FID counter -8.
Screening CC(C)(C)NC(=O)c1cc(Cl)ccc1[N+](=O)[O-] returned VIM-2 inh -3.0, NS3 helicase inh -7, V1aR counter 0.0, GPR7 antag -2, PHOSPHO1 inh 9, IMP-1 inhibitor -3.2, GalR3 antagonist -8, OXTR ag -0.7 and DNA FID counter 4.
`CCOC(=O)C(=NC(C)CC)NNc1ccc(Br)cc1` (stereo unspecified) gave VIM-2 inh -0.3, NS3 helicase inh 8, V1aR counter 0.1, GPR7 antag -11, PHOSPHO1 inh -8, IMP-1 inhibitor -1.9, GalR3 antagonist -3, OXTR ag -1.4 and DNA FID counter -10.
`OC(CN1CCOCC1)Cn1c(-c2cccc(Cl)c2)nc2ccccc21` (stereo unspecified) gave VIM-2 inh -1.0, NS3 helicase inh 6, V1aR counter -1.1, GPR7 antag -13, PHOSPHO1 inh -10, IMP-1 inhibitor -1.2, GalR3 antagonist -1, OXTR ag -0.6 and DNA FID counter -11.
`O=S(=O)(Nc1cccc(-c2ccc(N3CCCCCC3)nn2)c1)c1ccc(C(F)(F)F)cc1` gave VIM-2 inh 0.1, NS3 helicase inh -14, V1aR counter 0.6, GPR7 antag -22, PHOSPHO1 inh 11, IMP-1 inhibitor 0.4, GalR3 antagonist -4, OXTR ag -1.0 and DNA FID counter -22.
CCNC(=O)/C=C/c1ccccc1[N+](=O)[O-] was read as VIM-2 inh -2.5, NS3 helicase inh -6, V1aR counter 1.0, GPR7 antag -7, PHOSPHO1 inh 20, IMP-1 inhibitor -0.5, GalR3 antagonist -6, OXTR ag 0.7 and DNA FID counter 2.
Screening O=C(O)CCN(Cc1ccccc1)S(=O)(=O)c1ccccc1Cl returned VIM-2 inh -1.8, NS3 helicase inh 16, GPR7 antag 0, PHOSPHO1 inh 21, IMP-1 inhibitor 0.3, GalR3 antagonist -5 and DNA FID counter -32.
Screening Cc1cccc(CSc2nnc([C@@H]3CCCN3C(=O)OC(C)(C)C)o2)c1 returned VIM-2 inh -2.5, NS3 helicase inh -7, V1aR counter -1.3, GPR7 antag -7, PHOSPHO1 inh 32, IMP-1 inhibitor -3.6, GalR3 antagonist -6, OXTR ag -2.6 and DNA FID counter -36.
`C=CCn1c(=O)c2c(C)c(C)sc2n2c(Nc3ccccc3)nnc12` gave VIM-2 inh -0.5, NS3 helicase inh 23, V1aR counter 1.4, GPR7 antag -14, PHOSPHO1 inh -42, IMP-1 inhibitor -5.3, GalR3 antagonist 0, OXTR ag -2.1 and DNA FID counter -17.
`Cc1cc(OCCn2cncn2)ccc1[N+](=O)[O-]` gave VIM-2 inh 0.7, NS3 helicase inh -2, V1aR counter 2.4, GPR7 antag -9, PHOSPHO1 inh 19, IMP-1 inhibitor -0.5, GalR3 antagonist -6, OXTR ag 1.4 and DNA FID counter -3.
For CN1CCN(C2=Nc3cc(F)ccc3Cc3ccccc32)CC1 the results were VIM-2 inh -1.6, NS3 helicase inh -10, V1aR counter 1.8, GPR7 antag 0, PHOSPHO1 inh 16, IMP-1 inhibitor -1.0, OXTR ag 4.2 and DNA FID counter 4.
COc1ccc(-c2cc(-c3cccs3)c(C#N)c(SCC(=O)NCc3ccccc3OC)n2)cc1 was read as VIM-2 inh -0.5, NS3 helicase inh 2, V1aR counter 0.2, GPR7 antag -1, PHOSPHO1 inh -27, IMP-1 inhibitor -0.2, GalR3 antagonist -4, OXTR ag -1.0 and DNA FID counter 7.
CCn1c(C)c(C(C)=O)c(N2CCN(c3ccc(F)cc3)CC2)nc1=S was read as VIM-2 inh -1.8, NS3 helicase inh 0, V1aR counter -0.2, GPR7 antag -9, PHOSPHO1 inh 102*, IMP-1 inhibitor -3.2, GalR3 antagonist 1, OXTR ag -0.6 and DNA FID counter -14.
COc1cc2nc(C3CCC3)n(NC(=O)C3CCC(OC)CC3)c(=O)c2cc1OC (stereo unspecified) was read as VIM-2 inh 0.1, NS3 helicase inh -6, V1aR counter 1.0, GPR7 antag -7, PHOSPHO1 inh 2, IMP-1 inhibitor -0.4, GalR3 antagonist -4, OXTR ag 0.3 and DNA FID counter -13.
`CCOC(=O)C1CCN(CC(=O)c2c(C)[nH]c3ccccc23)CC1` gave VIM-2 inh -1.6, NS3 helicase inh 2, V1aR counter 0.8, GPR7 antag -14, PHOSPHO1 inh -3, IMP-1 inhibitor -4.6, GalR3 antagonist -4, OXTR ag 2.4 and DNA FID counter -1.
`Cc1cc(S(=O)(=O)N2CCOCC2)ccc1OCC(=O)NCC1CCCO1` (stereo unspecified) gave VIM-2 inh -0.4, NS3 helicase inh 2, V1aR counter 0.8, GPR7 antag -7, PHOSPHO1 inh 26, IMP-1 inhibitor -1.7, GalR3 antagonist -1, OXTR ag 0.8 and DNA FID counter -10.
Screening CN1CCC(N(C)C(=O)c2ccccc2Nc2ccc(SC(F)F)cc2)CC1 returned VIM-2 inh -1.8, NS3 helicase inh -5, V1aR counter 0.9, GPR7 antag -8, PHOSPHO1 inh 13, IMP-1 inhibitor -3.8, GalR3 antagonist -7, OXTR ag 2.1 and DNA FID counter 17.
Screening Cc1ccc(/C=N/NC(=O)C(=O)N/N=C/c2ccc(C)o2)o1 returned VIM-2 inh 0.4, NS3 helicase inh -8, V1aR counter -0.5, GPR7 antag 12, PHOSPHO1 inh 1, IMP-1 inhibitor -2.2, GalR3 antagonist 0, OXTR ag 0.3 and DNA FID counter 7.
For CCCOc1ccc(N2C(=O)CC(N3CCC(O)(c4cccc(C(F)(F)F)c4)CC3)C2=O)cc1 (stereo unspecified) the results were VIM-2 inh -3.1, NS3 helicase inh -1, V1aR counter 4.0, GPR7 antag -11, PHOSPHO1 inh -4, IMP-1 inhibitor -5.8, GalR3 antagonist -2, OXTR ag 4.5 and DNA FID counter -30.
Screening O=C(COC(=O)C12CC3CC(CC(C3)C1)C2)NCc1ccco1 returned VIM-2 inh -3.2, NS3 helicase inh 17, V1aR counter 0.0, GPR7 antag -8, PHOSPHO1 inh -7, IMP-1 inhibitor -3.3, GalR3 antagonist 2, OXTR ag -0.6 and DNA FID counter -10.
For Cc1ccc2c(c1)c1c(n2CC(O)CN2CCC(C)CC2)CCCC1 (stereo unspecified) the results were VIM-2 inh -1.5, NS3 helicase inh -66, V1aR counter 0.8, GPR7 antag 8, PHOSPHO1 inh 20, IMP-1 inhibitor 1.4, GalR3 antagonist -5, OXTR ag 7.0 and DNA FID counter 22.
For CCc1cc(-c2n[nH]c(C)c2-c2nc3ccccc3n2C)c(O)c(CN2CCN(C)CC2)c1O the results were VIM-2 inh -4.7, NS3 helicase inh -49, V1aR counter 0.8, GPR7 antag -10, PHOSPHO1 inh 9, IMP-1 inhibitor -3.6, GalR3 antagonist 0, OXTR ag 1.2 and DNA FID counter 10.
